# mlh1 rad18 – NCI yeast anticancer drug screen, S. cerevisiae mlh1 rad18 strain | 79,000 tested, 11% active | % growth inhibition at 50 µM | AID 175;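 also: 0% = growth of vehicle-only cultures of the same strain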
#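 In this whole-cell yeast screen, a strain with altered DNA damage repair is challenged with compound, and its growth is measured against matched vehicle-treated controls.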
# sgs1 mgt1 – NCI yeast anticancer drug screen, S. cerevisiae sgs1 mgt1 strain | % growth inhibition at 50 µM | 78,000 tested, 10% active | AID 161;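 also: 0% = growth of vehicle-only cultures of the same strain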
#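 Inhibition of yeast growth, normalised to vehicle-treated controls, is reported for a strain bearing genetic alterations in DNA damage repair.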
# cln2 rad14 – NCI yeast anticancer drug screen, S. cerevisiae cln2 rad14 strain. % growth inhibition at 50 µM. AID 165. 78,000 tested, 8.3% active;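 also: 0% = growth of vehicle-only cultures of the same strain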
#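 Test compounds were added to cln2 rad14 yeast cultures; inhibition of growth was then determined by comparison with vehicle treatment.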
# bub3 – NCI yeast anticancer drug screen, S. cerevisiae bub3 mutant strain | % growth inhibition at 50 µM | 78,000 tested, 9.9% active | AID 167;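 also: 0% = growth of vehicle-only cultures of the same strain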
#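 Screening used yeast with an engineered genetic alteration affecting cell cycle control. Compound-exposed cultures were compared with vehicle cultures, and reduced growth was taken as inhibition.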
# yeast rad50 – NCI yeast anticancer drug screen, S. cerevisiae rad50 strain; 79,000 tested, 10% active; % growth inhibition at 50 µM; AID 155;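 also: 0% = growth of vehicle-only cultures of the same strain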
#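 DNA repair mutant yeast, compound exposure, growth read-out; inhibition is taken relative to vehicle.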
# yeast mec2-1 – NCI yeast anticancer drug screen, S. cerevisiae mec2-1 strain. % growth inhibition at 50 µM. 79,000 tested, 9% active. AID 157;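 also: 0% = growth of vehicle-only cultures of the same strain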
#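 Yeast mec2-1 mutant treated with compound. Readout: growth inhibition vs vehicle controls.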
# * = called active by the depositor. Rule as the data show it: active = growth inhibition above about 70%; inactive = the rest.
structure,bub3,yeast mec2-1,sgs1 mgt1,cln2 rad14,yeast rad50,mlh1 rad18
CC(=O)CC/C=C(\C)CCC=C(C)C,-7.8,28.4,25.6,54.4,16.1,4.0
O=C1OC(c2ccccc2)Cc2ccccc21 (centres undefined),3.1,-10.8,-22.1,4.5,-20.2,-9.9
CC(C)(C)C1CCC2c3c([nH]c4ccccc34)C3C(=O)N(c4cc(Br)cc(Br)c4)C(=O)C3C2C1 (centres undefined),21.8,9.2,7.8,18.9,14.3,-46.5
CCc1c(-c2ccccc2)n[nH]c1-c1[nH]nc(-c2ccccc2)c1CC,-34.0,-28.2,-40.0,-26.9,-27.2,3.8
CC(=O)NCCc1nc(-c2nc(C(=O)NCCC(C)C)cs2)cs1,6.8,16.6,-2.0,-23.4,14.1,5.9
CCCCCCCCCC(=N)N,15.4,8.6,30.6,8.9,15.7,25.7
Cc1ccccc1SC(=O)Nc1cc(C(F)(F)F)ccc1Cl,18.1,3.3,10.8,13.6,7.9,17.0
CCC(/C=C/c1ccccc1)=N\Nc1ccc(Cl)c(Cl)c1,94.3*,72.5*,82.5*,85.7*,95.5*,91.3*
COc1ccccc1NC(=O)/C(=C\n1c(=S)[nH]c2ccc([N+](=O)[O-])cc21)C(C)=O,5.0,-10.4,2.5,-6.2,-9.7,-4.2
COC(=O)c1cccc2c1C(O)c1ccccc1-2 (centres undefined),4.5,8.3,18.4,-11.2,14.5,43.6
CN(C)c1ccc(C(O)(Cc2cccc(C#N)c2)c2ccc(N(C)C)cc2)cc1,69.0,55.9,52.8,66.0,63.5,56.8
CC(=O)Nc1ccc(C(C#N)C(C#N)c2ccccc2)cc1 (centres undefined),11.8,8.8,-0.1,-68.3,-1.5,-2.5
CCOC(=O)C(CC(=O)c1ccccc1)(CC(=O)c1ccccc1)C(=O)OCC,27.6,17.6,35.1,22.1,27.3,-2.9
CCCCC/C=C/C(CC)(C(=O)OCC)C(=O)OCC,40.9,20.9,13.6,-60.0,-6.0,6.1
CC(=O)N1CCNC(c2ccccc2)C1(C)C (centres undefined),-13.4,-7.0,-11.3,-9.3,-3.0,3.9
CC(=O)N1C=Cc2c(c(C)c3c([nH]c4ccccc43)c2C)C1,85.3*,87.3*,88.0*,79.8*,87.2*,88.8*
CN(C)CC(C)(Oc1ccccc1)C(=O)c1ccccc1 (centres undefined),1.7,-10.6,-0.1,-41.6,-2.4,-31.3
COc1cc(C(=O)N=Nc2c(O)[nH]c3ccc(Br)cc23)cc(OC)c1OC,2.0,-16.6,-7.1,-1.9,3.5,-3.1
Cc1cc(Br)cc(C)c1NC(=O)C(=O)C(C(=O)c1ccc(Cl)c(Cl)c1)C1OC(=O)c2ccccc21 (centres undefined),46.8,22.4,11.1,57.9,46.0,37.0
NC(=O)c1nnsc1COc1ccccc1,4.5,0.1,4.7,-18.9,-6.5,0.9
O=C(CCl)N1C(=O)NC(c2ccc(Cl)cc2)(c2ccc(Cl)cc2)C1=O,-29.0,12.0,8.9,-4.8,6.9,-3.9
N#Cc1c2nc3ccccc3nc2n2ccc3ccccc3c12,-42.5,-61.0,-83.3,-13.1,-50.0,-71.7
CN(C)CCCNC(=O)NCCCCCCNC(=O)NCCCN(C)C,32.4,-9.8,31.7,18.4,13.1,19.0
CCOC(=O)C1/C(=N\N=C2\c3c(nnp3N(CCOS(C)(=O)=O)CCOS(C)(=O)=O)C(C(=O)OCC)C(c3ccc(OC(C)=O)cc3)C2C(=O)OCC)c2c(nnp2N(CCOS(C)(=O)=O)CCOS(C)(=O)=O)C(C(=O)OCC)C1c1ccc(OC(C)=O)cc1 (centres undefined),10.3,-0.1,-3.9,4.2,6.8,-4.5
c1ccc(-n2ncnn2)cc1,24.4,-11.3,-8.6,-41.1,-6.5,-1.8
Cc1cc(S(=O)(=O)Nc2nnc3c(C(F)(F)F)cc(Cl)cn23)c(S)cc1Cl,-28.2,-50.2,-32.6,32.2,27.3,-5.4
CC(C)CC(C(=O)O)N1C(=O)c2ccccc2C1=O (centres undefined),-7.2,-1.4,0.5,-30.6,21.7,5.7
COc1ccc(S(=O)(=O)c2coc3ccccc3c2=O)cc1,6.5,-3.9,9.7,-6.8,3.1,6.1
Nc1nc(-c2ccccc2)nc2nc[nH]c12,0.8,-3.9,-20.3,-2.2,8.8,5.8
CC(=O)OCC1OC2OC(C)(OC(C)C)OC2C(OC(C)=O)C1OC(C)=O (centres undefined),-6.2,-6.5,-18.6,9.8,20.6,-14.8
C[N+]1(Cc2ccccc2)CCCC(O)C1 (centres undefined),-7.5,-1.9,30.2,-3.1,1.9,5.8
CCOP(=O)(OCC)C(C)(CC)N/C(=N/C(NC(C)=O)(C(F)(F)F)C(F)(F)F)NC1=NC(C(F)(F)F)(C(F)(F)F)N=C(C(F)(F)F)O1 (centres undefined),-3.1,4.7,-26.8,5.3,1.6,-34.1
CCOC(=O)NS(=O)(=O)c1ccc(Br)cc1,-11.3,0.5,7.3,-62.5,-9.8,-8.4
N#CC1=C(C#N)Sc2nc3cc(Cl)ccc3nc2S1,41.9,91.1*,77.9*,20.6,68.7,94.8*
O=C(O)c1ncnn1-c1ccccc1,18.8,18.9,17.4,-6.0,4.7,1.6
CCCCc1c2c(nc3c1CCC/C3=C\c1ccccc1)C(=O)C(CN(C)C)CC2 (centres undefined),84.5*,89.1*,86.5*,86.8*,86.3*,84.5*
O=C(NCCc1ccccc1)c1ccc(Cl)cc1,26.0,9.8,9.9,10.8,6.2,1.5
O=c1c(Cc2c[nH]c3ccccc23)coc2ccccc12,14.1,7.8,51.1,-69.5,24.2,21.8
CCCCCC(CSCC)C(=O)/C=C/c1ccccc1 (centres undefined),18.6,1.4,-7.0,-1.6,8.3,5.6
Cc1cccc(C)c1NC(=O)CSC(N)=O,75.5*,65.0,87.2*,56.1,72.2*,73.2*
C=CCN(CC=C)Cn1c(=S)sc2ccccc21,-17.1,-1.6,42.4,2.4,-36.0,-6.5
Cc1ccc(C(=O)O)c(=O)[nH]1,7.3,-26.1,5.3,2.0,3.6,-2.0
O=[N+]([O-])c1ccc2ccc3ccccc3c2c1,-7.5,1.9,-1.1,1.6,5.0,5.2
CCCCCCCCCCCCCCCCCCCCCC(=O)Nc1ccn(C2OC(CO)C(O)C2O)c(=O)n1 (centres undefined),-7.2,8.4,19.9,6.0,8.6,-33.6
O=C(OCc1ccccc1CN1CCOCC1)c1ccc([N+](=O)[O-])cc1,10.1,-6.2,3.5,-41.1,-3.3,10.1
CCCn1c(=O)c2c(ncn2C)n(C)c1=O,-1.7,-4.8,0.3,-4.8,-0.8,7.7
Cc1cc(Br)c(N2C3=C(CC4=C2CCCC4=O)C(=O)CCC3)c(Br)c1,98.2*,97.8*,97.8*,93.5*,96.8*,97.8*
Cc1cc2nnc(C(N)=O)c(N)c2cc1C,-28.9,-27.0,-38.0,-21.9,-72.5,-43.9
CC1CCCCN1C(=S)Nc1ccc(S(=O)(=O)N2CCCCC2)cc1 (centres undefined),-19.1,-29.2,-5.8,-11.2,-18.6,-18.7
CN(C)C(=O)C1C2CCCC(CC2)C1C(=O)N(C)C (centres undefined),18.0,19.6,21.2,20.5,13.7,20.2
CCOC(=O)/C(=C\c1cccc(C)c1)C(C)=O,90.2*,93.5*,92.5*,87.5*,92.3*,90.4*
Fc1cccc2nc(-c3ccccc3)sc12,1.9,1.9,-1.4,3.0,-0.6,-7.0
O=C(N/N=C/c1ccc(Cl)cc1Cl)C(O)(c1ccccc1)c1ccccc1,10.7,16.1,10.2,22.9,17.4,19.3
CCc1cc(O)c(-c2ccccc2)c(-c2ccccc2)c1,0.2,6.0,3.8,-28.9,21.9,8.4
Cc1c2ccccc2nc(CSCCO)[n+]1[O-],5.5,-22.1,-8.0,-2.1,-10.8,-16.2
CC1CCC2(CC1)N=C1CCC(C)CC1C1(CCC(C)CC1)N2 (centres undefined),-13.2,0.2,-32.9,-23.1,-22.4,-11.1
Cc1cc2c(cc1N)C(C)(C)CCC2(C)C,-11.8,-18.2,10.2,-24.9,-4.7,-18.1
Clc1cc2ncn(C3CCCCO3)c2cc1Cl (centres undefined),63.7,15.6,48.1,11.8,37.5,68.8
CCOC(=O)c1ccc(C(=N)N)cc1,11.2,2.2,11.0,-15.2,8.4,5.5
CCCCCCCCCC(C)(O)C(N)=O (centres undefined),-5.7,-6.2,13.2,-21.6,15.1,9.7

# Continuation.
structure,bub3,yeast mec2-1,sgs1 mgt1,cln2 rad14,yeast rad50,mlh1 rad18
OC1=CC(=S)NC2CCCCC12 (centres undefined),29.4,18.2,45.0,35.9,32.2,49.8
O=C1c2ccccc2CCC1[n+]1ccc2ccccc2c1 (centres undefined),0.6,6.1,38.5,23.0,8.1,12.6
COc1cccc(CC(=O)O)c1OC,-3.5,-4.8,-12.0,1.8,22.9,12.6
N#CC1(c2ccccc2)CC1,9.2,2.9,-13.9,52.6,4.0,23.2
CC(=O)OCC1OC(n2cnc(C(N)=S)c2N)C(OC(C)=O)C1OC(C)=O (centres undefined),-2.4,15.8,11.4,-10.4,2.3,21.2
O=S1(=O)CCCC1=C(c1ccccc1)c1ccccc1,2.1,-4.8,-4.1,1.5,-1.9,0.7
O=C(C[n+]1ccccc1)c1ccccc1,9.4,-4.4,-2.4,-18.5,1.8,30.7
OC1OC(COC(c2ccccc2)(c2ccccc2)c2ccccc2)C(O)C(O)C1O (centres undefined),-3.7,-0.9,-16.6,14.4,-11.9,-17.0
O=[N+]([O-])c1ccc(-c2nc3ncncc3[nH]2)cc1,5.0,-3.2,-0.8,13.1,13.2,7.2
O=C(/C=C/c1ccccc1)NCCC1(O)C(=O)Nc2ccccc21 (centres undefined),-10.5,-17.2,3.0,8.3,-8.0,-15.5
CCN(CC)CCCCCCNc1cc(O)cc2cccnc12,11.4,30.8,44.0,8.4,18.5,14.4
NC(=O)NC(=O)NC(=O)c1ccccc1,12.1,7.0,-18.2,-51.7,7.5,-14.2
CC1OC(OC2CCc3c(O)c4c(c(O)c3C2)C(=O)c2ccccc2C4=O)CC(N)C1O (centres undefined),-1.9,8.9,5.8,14.8,5.2,-2.1
CCOC(=O)CCCN(c1sc(C)c(-c2ccccc2)c1C(=O)OCC)S(=O)(=O)c1ccc(C)cc1,-3.8,-3.2,-14.6,-29.3,-16.6,4.5
COC(=O)[C@@H]1c2cc3c(c(O)c2[C@@H](OC)C[C@@]1(C)O)C(=O)c1c(O)cc2c(c1C3=O)OC1O[C@@]2(C)[C@H](O)[C@@H](N(C)C)[C@@H]1O,92.8*,94.0*,94.0*,87.5*,64.2,92.4*
CCOC(=O)C1CCC(=O)C1 (centres undefined),38.0,42.5,14.3,10.9,1.9,41.0
Cc1c(/C=N/NC(=O)CCCC(=O)N/N=C/c2c(C)n(C)n(-c3ccccc3)c2=O)c(=O)n(-c2ccccc2)n1C,-7.6,3.7,-5.0,-6.8,-14.7,11.8
CCN(CC)CCOc1cccc(C(C)=O)c1,-3.1,4.3,-16.2,-7.8,-4.0,-5.7
CCN(CC)C(=S)Oc1cc(C)nc(N2CCCC2)n1,10.6,-22.9,18.4,-0.1,-22.4,-13.2
CC(=O)NC1C=C(C)C(=O)O1 (centres undefined),3.9,22.2,-1.7,-22.8,19.3,9.4
O=CN(C1CCCCC1)C1CCCCC1,1.5,15.6,11.0,8.8,14.6,0.0

# Some values from the results shown:
# COc1ccccc1NC(=O)/C(=C\n1c(=S)[nH]c2ccc([N+](=O)[O-])cc21)C(C)=O in sgs1 mgt1 is entered as 2.5
# CCN(CC)CCOc1cccc(C(C)=O)c1 in mlh1 rad18 is entered as -5.7

# Reformatted with values under each structure: part of the list above
# Below each SMILES: bub3	yeast mec2-1	sgs1 mgt1	cln2 rad14	yeast rad50	mlh1 rad18
CC(=O)NC1C=C(C)C(=O)O1 (centres undefined)
  3.9	22.2	-1.7	-22.8	19.3	9.4
CCOC(=O)CCCN(c1sc(C)c(-c2ccccc2)c1C(=O)OCC)S(=O)(=O)c1ccc(C)cc1
  -3.8	-3.2	-14.6	-29.3	-16.6	4.5
O=C(C[n+]1ccccc1)c1ccccc1
  9.4	-4.4	-2.4	-18.5	1.8	30.7
OC1=CC(=S)NC2CCCCC12 (centres undefined)
  29.4	18.2	45.0	35.9	32.2	49.8
Cc1c(/C=N/NC(=O)CCCC(=O)N/N=C/c2c(C)n(C)n(-c3ccccc3)c2=O)c(=O)n(-c2ccccc2)n1C
  -7.6	3.7	-5.0	-6.8	-14.7	11.8

# Compound activity: PubChem BioAssay, NCI
